# PAFAH1B2 FP inh: blocks human PAF acetylhydrolase 1b catalytic subunit 2; inhibition, % at 3.39 µM; 340,000 compounds, 1.2% hits; P68402; recombinant PAFAH1B2, FP-rhodamine activity probe, fluorescence polarization;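 active means inhibition above the mean of all tested compounds plus 3 SD, cut at about 24% in these data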;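 further: 0% = enzyme with DMSO and 100% = wells lacking PAFAH1B2; many of its hits are not listed in these tables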
# Target sequence (P68402 whole entry, looked up): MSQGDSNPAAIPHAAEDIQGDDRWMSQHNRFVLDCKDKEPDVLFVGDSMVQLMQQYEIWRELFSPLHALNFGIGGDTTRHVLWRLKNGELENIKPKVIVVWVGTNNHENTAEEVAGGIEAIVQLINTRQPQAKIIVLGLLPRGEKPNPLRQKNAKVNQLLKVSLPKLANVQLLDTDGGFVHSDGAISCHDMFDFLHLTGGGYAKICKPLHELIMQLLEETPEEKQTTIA
# pPAFAH FP inh: inhibitors of human plasma PAF acetylhydrolase (pPAFAH). Q13093. recombinant pPAFAH, FP-rhodamine probe fluorescence polarization. inhibition, % at 3.39 µM. 330,000 compounds, 1.5% hits;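 active means inhibition above the mean inhibition across the screen plus 3 SD, cut at about 25% in these data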;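 further: inhibitors block binding of the rhodamine activity-based probe so polarization drops; 0% = enzyme with DMSO and 100% = wells lacking pPAFAH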
# MCL1 BIM primary: disrupts human MCL1 binding to BIM-BH3 peptide. inhibition, % at 10.9 µM. 320,000 compounds, 0.68% hits. GST-MCL1 / FITC-Bim-BH3 fluorescence polarization;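 active means inhibition above the mean inhibition of all tested compounds plus 3 SD, set per campaign, cut at about 40% in these data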;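 further: 0% = DMSO wells and 100% = unlabeled Bim-BH3 peptide control; higher means more loss of mP so more displacement of Bim peptide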
# MEX-5 binding: C. elegans MEX-5 TCR-2 RNA binding activity. MEX-5/FITC-TCR2 RNA binding, fluorescence polarization; stronger effect = lower value. activity score (negative = inhibition of binding), % at 10 µM. 300,000 compounds, 0.38% hits. AID 1832;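 active means inhibition past about -25% in most replicates, and total fluorescence under double the plate's negative control median, limit read from the data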;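 further: 0% = DMSO and -100% = 5 µM competing unlabeled TCR2 RNA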
# GLD-1 TGE inh: GLD-1-TGE RNA interaction inhibition (C. elegans); AID 2280; inhibition, % at 5.96 µM; Q17339; purified GLD-1 + fluorescein TGE RNA, fluorescence polarization; 320,000 compounds, 0.44% hits;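 active means percent inhibition above a per-plate cutoff, the plate mean of test compounds plus 3 SD, cut at about 30% in these data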;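 further: 0% = DMSO wells with GLD-1 and probe and 100% = wells lacking GLD-1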
# PME-1 primary: PME-1 (human) inhibition. recombinant PME-1, FP-Rh probe fluorescence polarization. AID 2130. Q9Y570. inhibition, % at 5.9 µM. 320,000 compounds, 0.53% hits;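 active means inhibition above the campaign mean of all compounds plus 3 SD, cut at about 26% in these data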;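 further: competitive labeling of PME-1 active site by serine hydrolase directed probe; 0% = PME-1 with DMSO and 100% = wells lacking PME-1 enzyme; inhibitors block probe labeling so polarization falls and inhibition rises; many of its hits are not listed in these tables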
# Target sequence (Q9Y570 whole entry, looked up): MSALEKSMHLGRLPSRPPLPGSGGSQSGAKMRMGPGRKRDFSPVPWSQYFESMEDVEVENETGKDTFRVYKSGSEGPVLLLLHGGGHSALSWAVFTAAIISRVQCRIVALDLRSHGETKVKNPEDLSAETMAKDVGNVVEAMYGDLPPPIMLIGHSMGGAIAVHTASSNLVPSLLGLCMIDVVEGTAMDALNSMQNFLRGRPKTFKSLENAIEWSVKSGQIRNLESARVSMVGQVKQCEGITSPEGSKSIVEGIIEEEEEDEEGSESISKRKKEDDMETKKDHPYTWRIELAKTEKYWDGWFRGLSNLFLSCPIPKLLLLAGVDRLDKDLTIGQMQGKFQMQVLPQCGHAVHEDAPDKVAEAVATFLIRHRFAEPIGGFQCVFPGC
# BCLXL inh: blocks human Bcl-xL binding to Bim BH3 peptide; GST-Bcl-xL / FITC-Bim BH3 peptide fluorescence polarization; inhibition, % at 10.9 µM; 320,000 compounds, 0.7% hits; AID 2129;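 active means inhibition above the mean of all tested compounds plus 3 SD, cutoff set per campaign, cut at about 30% in these data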;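 further: 0% = DMSO wells and 100% = unlabeled Bim-BH3 peptide competitor; inhibitors lower millipolarization by displacing the labeled peptide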
# Target sequence (Q07817 whole entry, looked up): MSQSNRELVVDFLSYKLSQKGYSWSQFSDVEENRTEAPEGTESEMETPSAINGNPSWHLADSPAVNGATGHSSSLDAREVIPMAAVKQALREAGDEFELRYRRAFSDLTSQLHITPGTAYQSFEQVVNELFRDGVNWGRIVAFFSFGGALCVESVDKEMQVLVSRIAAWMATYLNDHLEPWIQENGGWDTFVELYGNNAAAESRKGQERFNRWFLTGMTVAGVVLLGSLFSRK
# AHR act: activates the human aryl hydrocarbon receptor | P35869 | AHR-responsive luciferase reporter cells, luminescence | activation, % at 5 µM | 320,000 compounds, 2.5% hits | AID 2796; in the data active means activation above about 47%;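 further: 0% = vehicle wells and 100% = reference agonist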
# Fam108B inh: Fam108B inhibition, counter-screen for RBBP9 inhibitors; recombinant Fam108B, FP-Rh probe fluorescence polarization; inhibition, % at 9.51 µM; 300,000 compounds, 0.33% hits;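 active means inhibition above the screen mean inhibition plus 3 SD, computed separately per campaign, cut at about 18% in these data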;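 further: inhibitors lower polarization as less probe binds the enzyme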
# * marks the source's active call; other numbers are inactive results; x = not tested or not shown. The list is partial; count on the stated rates, not on these rows.
SMILES	PAFAH1B2 FP inh	pPAFAH FP inh	MCL1 BIM primary	MEX-5 binding	GLD-1 TGE inh	PME-1 primary	BCLXL inh	AHR act	Fam108B inh
COc1ccc(C(C(=O)NC2CCCC2)N(C(=O)c2ccco2)c2cc3c(cc2C(C)=O)OCO3)cc1 (configuration not stated)	-7.5	-3.8	-1.4	2.1	3.1	-5.2	-3.2	1.4	3.0
CCOc1c(C)cc2[nH]c(CCC(=O)O)nc2c1C	4.6	-0.4	7.0	-0.7	2.6	-1.8	7.9	14.2	3.2
C=CCn1nnc2sc3c(c2c1=O)CCC(C)C3 (configuration not stated)	0.4	-0.1	1.8	0.3	0.1	-3.0	1.4	-2.4	-1.5
O=C(Oc1ccc(Cl)c2cccnc12)N1CCCCC1	-2.6	6.5	1.5	-5.4	2.2	0.3	2.9	28.1	2.1
CCN(C(=O)CN1CCN(c2ccccc2F)CC1)c1c(N)n(Cc2ccccc2)c(=O)[nH]c1=O	2.2	-4.0	-6.9	0.2	2.7	-4.5	-6.0	3.4	-3.5
CC(C)C(c1nnnn1Cc1ccc(F)cc1)N1CCN(Cc2ccc3c(c2)OCO3)CC1 (configuration not stated)	-0.2	-2.3	-5.5	-2.2	-7.0	0.8	-3.7	4.4	-5.0
O=C(/C=C/c1cccs1)NCc1cccnc1	-3.8	-0.9	-2.6	0.5	8.0	-5.1	1.8	9.3	-4.3
Clc1ccc(-c2nnnn2-c2ccc(Cl)c(Cl)c2)cc1Cl	2.5	0.7	0.1	-0.7	3.4	-2.8	-2.2	0.7	-6.6
COc1ccc(CCNC(=O)C2=CC=CN3CCS(=O)(=O)N=C23)cc1	6.2	5.3	-0.7	x	-0.5	-2.1	-0.7	0.7	x
Cc1ccc(N(CCC#N)C(=O)COC(=O)C2CCN(c3ccc(C(F)(F)F)cn3)CC2)cc1	-3.9	1.6	-12.9	0.4	0.5	1.9	-2.1	5.0	-0.4
Cc1cccc(NC(=O)CNC(=O)C(NC(=O)Cc2ccccc2)C(C)C)c1C (configuration not stated)	0.9	5.5	-4.9	x	2.7	-1.0	-3.4	-0.2	x
C=CCn1c(SCC(=O)Nc2ccc(N3CCOCC3)cc2)nc2ccccc2c1=O	-1.3	7.2	5.7	0.1	0.2	7.8	0.9	22.4	-2.3
COc1ccccc1CNC(=O)CNC(=O)c1sc2ccccc2c1Cl	3.6	2.9	5.9	2.3	5.0	11.0	3.6	-1.7	-1.7
Cc1nc(NCc2ccco2)c2c(C)c(C)sc2n1	-2.9	3.9	-4.2	1.1	0.6	0.8	4.9	-9.6	-0.6
O=C(NCc1ccco1)c1ccccc1NC(=O)C1CC(=O)N(c2ccc(Cl)cc2)C1 (configuration not stated)	5.2	5.1	5.0	-0.5	3.6	0.6	5.2	-2.3	7.1
CCCCN(C(=O)c1ccc(OC)c([N+](=O)[O-])c1)c1c(N)n(CCC)c(=O)[nH]c1=O	3.8	6.0	-5.7	0.6	-2.2	-1.1	6.7	-0.3	0.6
CCOCCCNc1nc2c(C)cccn2c(=O)c1/C=C1\SC(=S)N(CC(C)C)C1=O	-4.0	5.4	-47.8	-2.1	-25.2	-1.3	-27.8	-6.6	-7.0
COc1ccc(/C=N/NC(=O)c2cccc(NC(C)=O)c2)c(C(=O)O)c1OC	-0.1	-5.8	-18.3	-0.3	3.0	-1.4	-13.7	13.8	-7.4
Cc1onc(C(=O)NN)c1C(=O)Nc1ncc(C(F)(F)F)cc1Cl	-6.7	-1.4	12.2	1.6	0.1	-8.0	3.6	1.9	-1.9
COc1ccc(NC(=O)CCCc2ccccc2)cc1OC	0.0	4.0	11.9	-0.7	-0.5	-2.2	5.0	4.9	-0.8
COc1ccc2c(c1)CC[C@@H]1[C@@H]2CC[C@]2(C)[C@@H](C(=O)O)C[C@@H]12	3.7	3.8	0.9	0.4	3.4	-1.3	-0.8	6.0	3.0
O=C(OCCO)c1cc(Cl)c(C(=O)OCCO)cc1Cl	8.5	1.1	3.6	-0.5	8.2	-6.1	0.3	3.8	1.6
CCc1ccc(/C=N/NC(=O)Cc2cccn2C)cc1	-0.9	10.1	5.5	-0.9	2.1	-2.2	11.7	3.9	-0.4
CC(=O)N1CCN(c2ccc(NCc3ccc(C)s3)cc2)CC1	0.7	20.6	2.8	0.9	-4.0	-1.6	11.0	4.3	0.7
CN1CCN(S(=O)(=O)c2ccc(NC(=O)C3CCCO3)cc2)CC1 (configuration not stated)	2.9	9.7	19.0	-0.1	5.3	6.0	18.8	-1.2	-0.3

# Brought forward from above: 5 compounds; new compounds follow.
SMILES	PAFAH1B2 FP inh	pPAFAH FP inh	MCL1 BIM primary	MEX-5 binding	GLD-1 TGE inh	PME-1 primary	BCLXL inh	AHR act	Fam108B inh
COc1ccc2c(c1)CC[C@@H]1[C@@H]2CC[C@]2(C)[C@@H](C(=O)O)C[C@@H]12	3.7	3.8	0.9	0.4	3.4	-1.3	-0.8	6.0	3.0
O=C(OCCO)c1cc(Cl)c(C(=O)OCCO)cc1Cl	8.5	1.1	3.6	-0.5	8.2	-6.1	0.3	3.8	1.6
CCc1ccc(/C=N/NC(=O)Cc2cccn2C)cc1	-0.9	10.1	5.5	-0.9	2.1	-2.2	11.7	3.9	-0.4
CC(=O)N1CCN(c2ccc(NCc3ccc(C)s3)cc2)CC1	0.7	20.6	2.8	0.9	-4.0	-1.6	11.0	4.3	0.7
CN1CCN(S(=O)(=O)c2ccc(NC(=O)C3CCCO3)cc2)CC1 (configuration not stated)	2.9	9.7	19.0	-0.1	5.3	6.0	18.8	-1.2	-0.3
COc1ccc(CNC(=O)C(OC(C)=O)c2ccccn2)cc1 (configuration not stated)	2.9	-5.2	4.3	-2.9	-1.9	1.4	4.2	0.9	-0.1
COc1ccc(-n2nnc3c(=O)n(C/C=C/c4ccccc4)cnc32)cc1	-0.4	-1.9	-1.7	-1.3	6.5	-2.2	8.4	2.1	-0.5
CC(C)Nc1nnc(SC(C)C(=O)Nc2ccc(N3CCOCC3)cc2)s1 (configuration not stated)	8.8	5.9	-2.0	x	1.4	8.2	-5.0	0.0	x
O=C(CCN1CCCCC1)Nc1ccc(Br)cc1	0.1	-1.2	7.8	-2.2	6.6	-7.5	0.5	4.6	-4.2
O=C(CN1CCN(C(=O)CNC(=O)c2ccc3c(c2)OCO3)CC1)Nc1cccc(F)c1	-2.6	-0.5	7.1	x	-5.1	6.0	7.4	0.0	x
Cc1nnc(C)c2c(C)n(Cc3ccc4c(c3)OCO4)c(C)c12	1.2	1.6	10.7	0.2	-2.5	4.4	6.1	-1.6	-0.7
CC(C)=CC(=O)N1CCCc2ccccc21	-0.3	-1.0	2.4	1.8	5.6	1.3	7.9	-1.9	3.8
COc1ccc(NC(=O)c2ccc3c(c2)OCO3)cc1[N+](=O)[O-]	-1.1	-1.9	3.3	1.5	7.0	-11.3	-1.9	6.1	3.1
O=C(CCc1nc(-c2ccccc2Cl)no1)NCC1CCCO1 (configuration not stated)	-2.0	4.0	-1.9	x	5.8	5.1	3.6	0.1	1.9
O=C(Nc1ccccc1N1CCCC1)c1cccc(-c2cc3ccccc3oc2=O)c1	-2.6	10.4	10.5	1.7	5.5	7.3	6.8	37.7	-0.8
Cc1nc2nc(SCC(=O)Nc3cccc(F)c3)[nH]c2cc1Br	-2.2	-2.9	-2.6	0.3	1.4	-6.1	3.5	30.4	1.5
Cc1nn(-c2ccccc2)cc1/C=N/O	0.2	1.2	5.6	1.1	4.0	-3.8	-1.1	3.9	3.9
Cc1ccc(C)c(NC(=O)C(OC(=O)c2ccc(C)s2)c2ccccc2)c1 (configuration not stated)	4.1	4.9	5.5	-0.1	-1.8	-2.6	3.5	29.4	-7.5
CN1CCN(c2ccc(S(=O)(=O)N3CCOCC3)cc2NC(=O)Cc2ccccc2F)CC1	-4.5	0.0	3.9	x	-1.7	0.8	3.4	-0.4	x
COC(=O)c1sccc1NC(=O)CC1C(=O)NCCN1C(=O)Nc1ccc(C(F)(F)F)cc1 (configuration not stated)	4.8	-1.7	9.3	-0.5	4.9	-2.6	4.3	-1.1	-4.6
CCOC(=O)C1=C(CN2CCc3ccccc32)NC(=O)NC1c1cc(C)ccc1C (configuration not stated)	3.5	6.8	0.8	-2.4	4.6	-0.8	2.2	10.3	-2.2
CN1CCN(c2ccc(S(=O)(=O)N3CCCCC3)cc2NC(=O)CSCc2ccccc2)CC1	2.2	1.8	-6.8	-1.7	0.6	9.1	-6.2	-0.1	2.1
COc1cccc(C(=O)C2CCCN(Cc3cccc(-n4cccn4)c3)C2)c1 (configuration not stated)	2.0	-3.0	-1.3	2.4	-2.0	6.1	-3.7	9.6	-1.3
COc1cc(NC(=O)c2ccccc2-c2ccccc2)cc(OC)c1OC	x	9.5	6.5	2.0	3.0	-4.6	7.0	2.3	-1.1
Cc1ccccc1C(=O)NC(=S)Nc1ccc(S(=O)(=O)N(C)c2ccccc2)cc1	-3.4	3.9	8.8	0.0	0.4	-1.4	8.0	-0.8	-10.7
COc1ccc(/C(N)=N/OC(=O)/C=C/c2ccccc2)cc1	3.0	3.1	1.4	-2.1	-1.5	-10.3	7.1	-8.6	1.3
COc1cc(-c2nnc(CSc3nnc4nc(C)cc(C)n34)o2)cc(OC)c1OC	0.5	-1.7	2.6	-0.8	-6.1	0.6	3.7	-0.9	2.8
CC(C)(C)C(=O)NNC(=O)CCCOc1ccc(Cl)cc1Cl	11.4	-4.4	6.0	3.7	4.2	-6.4	1.6	1.1	-0.8
COc1ccccc1N1CCN(CCCn2c(=S)[nH]c3ccccc3c2=O)CC1	-0.7	6.8	2.4	-0.7	-9.6	0.1	7.0	1.6	-2.5
COC(=O)C(C)Sc1nc2c(c(=O)[nH]c(=O)n2C)n1CCCc1ccccc1 (configuration not stated)	4.3	2.8	-2.3	0.7	2.6	-0.9	1.5	-0.1	3.4
CSc1ncccc1C(=O)OCC(=O)N1CCN(C(=O)c2ccco2)CC1	6.0	1.0	x	x	0.7	x	x	-1.2	x
CCOC(=O)c1cc(-c2ccccc2)n(CCC(=O)O)c1C	0.6	5.9	-0.9	-1.2	-1.2	9.5	-0.4	0.1	-4.2

# 2 of these compounds in another layout.
# Every second line gives: PAFAH1B2 FP inh	pPAFAH FP inh	MCL1 BIM primary	MEX-5 binding	GLD-1 TGE inh	PME-1 primary	BCLXL inh	AHR act	Fam108B inh
- CC(C)=CC(=O)N1CCCc2ccccc21
→ -0.3	-1.0	2.4	1.8	5.6	1.3	7.9	-1.9	3.8
- COc1ccc(NC(=O)c2ccc3c(c2)OCO3)cc1[N+](=O)[O-]
→ -1.1	-1.9	3.3	1.5	7.0	-11.3	-1.9	6.1	3.1

# High-throughput results: PubChem BioAssay, several laboratories
